Bioassay records deposited in PubChem by Small Molecule Screening Facility, UW Madison.
PriA SSB inh: inhibitors of Klebsiella pneumoniae PriA binding to SSB C-terminal tail; AlphaScreen SSBct-PriA binding, biotinylated peptide; inhibition, % at 33 µM; 430,000 compounds, 0.6% hits; AID 1272365; in the data active = inhibition mostly above about 37%, no sharp cut-off; inactive = mostly below about 20%;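 also: plate controls were negative control peptide for no effect and reference peptide for full effect; strong numbers were not always called active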
Active calls of the source: *; i = inactive; & = joins results of further samples. A portion of the library. The share of hits here may be higher or lower than overall.

SMILES	PriA SSB inh
COc1ccc(Cl)cc1NC(=O)CSc1nnc(-c2cccc(C)c2)n1N	8
O=C(CCCc1ccccc1)N1CCN(c2ncnc3c2nnn3-c2ccccc2)CC1	-10
CCOc1ccc(NC(=O)CSc2cnc3cc(S(=O)(=O)N4CCCCC4)ccc3n2)cc1	-14&-14
COC(=O)c1sccc1S(=O)(=O)N1CCC(Cn2ccnc2)CC1	-5
Cc1cn2c(=O)c(C(=O)NCc3cccs3)cnc2s1	-4
O=C(c1cc2ccccc2o1)N1CCC[C@H](c2nnc(-c3ccsc3)o2)C1	-9
O=C(NN=Cc1ccc([N+](=O)[O-])o1)C1CCCC1	-4
Cn1nc(CN(C(=O)NCc2cccs2)C2CCCC2)c2c1CCC2	-22
CC1CN(c2nc(Nc3ccc(F)cc3)c3nccnc3n2)CC(C)O1 (configuration not stated)	-17
O=C(NCC(O)(c1ccccc1)C(F)(F)F)c1ccccc1C(F)(F)F (configuration not stated)	1

In the list so far, these contain a furan ring, fused or not.
SMILES	PriA SSB inh
O=C(c1cc2ccccc2o1)N1CCC[C@H](c2nnc(-c3ccsc3)o2)C1	-9
O=C(NN=Cc1ccc([N+](=O)[O-])o1)C1CCCC1	-4

(continued)
SMILES	PriA SSB inh
O=C(Nc1ccc(Nc2ccc(-n3cccn3)nn2)cc1)c1ccc(C(F)(F)F)cc1	18
O=C1NC(=S)N/C1=C/c1cccc(O)c1	5
O=C(CSc1ccc(F)cc1)NCCn1nc(-c2cccs2)cc1C1CC1	-28
O=C(NCCCN1CCCC1=O)c1coc(NC(=O)C2CC2)n1	5
Clc1ccc(CSc2nncc3ccccc23)cc1Cl	-8
COc1ccc2c(c1OC)C(=O)N(c1ccccc1Br)C2=O	-3
NS(=O)(=O)c1ccc(CNC(=O)CCc2csc3nc(-c4ccccc4)cn23)cc1	8
CC(C)COc1ccc(-c2nn(-c3ccccc3)cc2C#N)cc1	-11&4
CCS(=O)(=O)NCc1nc(C)cc(N2CCOCC2)n1	-10
O=C(Nc1nc(CC(=O)N2CCN(Cc3ccc4c(c3)OCO4)CC2)cs1)c1cnccn1	-6
NC(=Nc1nc2ccccc2o1)NC(=O)c1ccc(Cl)cc1	-8
N#Cc1c(SCCCC(=O)N2CCc3ccccc32)nc2c(c1C(F)(F)F)CCCC2	-4&19
COc1ccc(C(N=C=S)=NCS(=O)(=O)c2ccc(C)cc2)cc1	-4
Cc1ccc(S(=O)(=O)NN=C2CC(=O)CC(C)(C)C2)cc1[N+](=O)[O-]	1
O=C(Nc1nccs1)c1cccc(Oc2ccccn2)c1	20
Nc1cc(-c2cccc(Cl)c2)[nH]n1	-10
C=CCc1ccc(OCC(O)CN2C(C)CCCC2C)c(OC)c1 (configuration not stated)	-8
Nc1nonc1-n1nnc(C(=O)NN=Cc2ccc(Cl)cc2Cl)c1CN1CCCC1	1
COc1ccc(OCCS(=O)(=O)N(C)c2ccccc2)cc1	-12
COc1ccc(C2=NN(C(=S)NCc3ccccc3)C(c3cccc([N+](=O)[O-])c3)C2)cc1 (configuration not stated)	19
Cc1cc(-c2nnc(NC(=O)c3ccc(Cl)s3)o2)n(C)n1	-4&-2
CCCn1c(SCc2c(C)noc2C)nc2nc(N3CCC(C)CC3)sc2c1=O	-8
Cc1noc(NS(=O)(=O)c2ccc(N/C=C(\C#N)c3nc4ccccc4n3C)cc2)c1C	11
CCOC(=O)c1cc2n(c1N=CN(C)C)-c1ccccc1C2=O	-8
Cc1nc2ccc(NC(=O)c3ccc4ccccc4n3)cc2c(=O)n1-c1ccccc1	-10
CCOC(=O)COc1ccccc1C=NO	-9
C/C(=N\NC(=O)c1cccs1)c1ccc(NC(=O)COc2ccc(Cl)cc2)cc1	i
O=C(Cn1nc(-c2ccccc2)c2sc(N3CCCC3)nc2c1=O)N1CCc2ccccc21	-5
CC1CCc2cc(F)ccc2N1C(=O)C1CN(C(=O)c2cccs2)C1 (configuration not stated)	-4
Cn1nc(N2CCCC(C(=O)N3CCc4ccccc43)C2)ccc1=O (configuration not stated)	-6
Cc1cccc(C(=O)NN=Cc2coc3ccccc3c2=O)c1	-1
Cc1ccc(Cl)cc1NC(=O)Cc1cc(=O)[nH]c(SCc2ccc(F)cc2)n1	-1
COc1ccccc1CNC(=O)c1csc(Nc2ccc(S(C)(=O)=O)cc2)n1	-12&2
CCN(CC)c1ccc(C=NNC(=O)c2ccc3nc[nH]c3c2)c(O)c1	0
O=C(COc1ccccc1)Nc1cnc(N2CCN(c3ccccc3)CC2)nc1	2
Cc1nc(-n2nc(C(C)(C)C)cc2N)[nH]c(=O)c1C	-1
Cc1ccc(-n2c(C)nc3ccc(NS(=O)(=O)c4ccccc4F)cc3c2=O)cc1	-12
O=C(NCCn1nc(C(F)(F)F)c2c1CCOC2)c1ccsc1	-5
Cc1nc(SCc2ccccc2)c(C#N)c(C)c1C	-9
Cn1cnc(S(=O)(=O)NCCn2ccn3nc(-c4ccco4)cc23)c1	-2
CC(C)c1ccc(N2C(=O)C3N=NN(Cc4nc(-c5ccc6c(c5)OCO6)no4)C3C2=O)cc1 (configuration not stated)	-4
CC(C)(CCl)C(=O)Nc1ccc(S(=O)(=O)N2CCC(c3nc4ccccc4[nH]3)CC2)cc1	7
O=C(c1ccccc1OC(F)(F)F)N1CCN(C(=O)c2cnn3c2CCCC3)CC1	-7
OCC1Cc2ccccc2CO1 (configuration not stated)	-1
O=C(C1CC=CCC1)N1CCC(N2CCC(Oc3ccccc3F)CC2)CC1 (configuration not stated)	-9
COc1cccc(C(=O)Nn2cnc3c(cnn3-c3ccc(C)c(C)c3)c2=O)c1OC	-7
CN1CCOc2ccc(NC(=O)CCc3ccccc3Br)cc2C1=O	-1
O=C1CCC(C(=O)NCCn2cnc3ccsc3c2=O)=NN1	-13
Cc1ccc(S(=O)(=O)NCc2ccsc2)cc1	4
Cc1ccc(C(=O)NN=Cc2cc3c(cc2Br)OCO3)s1	-5

Reformatted bar-delimited: entries from further up
smiles | PriA SSB inh
O=C(NCCn1nc(C(F)(F)F)c2c1CCOC2)c1ccsc1 | -5
Cc1nc(SCc2ccccc2)c(C#N)c(C)c1C | -9
Cn1cnc(S(=O)(=O)NCCn2ccn3nc(-c4ccco4)cc23)c1 | -2

The listing picks up with the four entries that preceded the break.
SMILES	PriA SSB inh
CN1CCOc2ccc(NC(=O)CCc3ccccc3Br)cc2C1=O	-1
O=C1CCC(C(=O)NCCn2cnc3ccsc3c2=O)=NN1	-13
Cc1ccc(S(=O)(=O)NCc2ccsc2)cc1	4
Cc1ccc(C(=O)NN=Cc2cc3c(cc2Br)OCO3)s1	-5
CCOc1ccc(CC(=O)N2CCN(c3ccc(-c4ccc(F)cc4)nn3)CC2)cc1	-5
O=C(CSc1nc2ccccc2s1)N1CCC(Cc2ccccc2)CC1	8
Cc1ccc(C)c(CN2C(=O)N(c3ccccc3)C3CS(=O)(=O)CC32)c1 (configuration not stated)	-5
O=C(CSc1nc(-c2cccc([N+](=O)[O-])c2)cs1)c1ccc2c(c1)OCCO2	-2
c1ccc2c(c1)CNC2	-10
COc1ccc(C(=O)Nc2nc(-c3ccccc3)ns2)cc1	-7
O=C(CN1CCN(c2ccccc2)C1=O)NC1CCC(Oc2cnccn2)CC1 (configuration not stated)	1
O=C(Nc1ccc(Cl)c(Cl)c1)c1cc(-c2cc[nH]c2)n[nH]1	-2
CCC(=NO)c1ccc(OC)c(OC)c1	-7
O=C(c1ccc(NS(=O)(=O)c2cccc(F)c2)cc1)N1CCC(Cc2ccccc2)CC1	10
Cc1ccn(CC(C)NC(=O)c2cn(CC(O)c3cccs3)nn2)n1 (configuration not stated)	-2
O=C(CON=Cc1ccc(OC(F)F)cc1)N1CCc2ccccc21	-13
C=CCN1C(=O)C(C)(C)COc2ccc(NS(=O)(=O)c3ccccc3Br)cc21	-6
CC(=NNC(=O)CSc1nc(C)cc(C)n1)c1ccc([N+](=O)[O-])cc1	-5
O=C(Nc1cc(C(F)(F)F)ccc1Cl)c1ccc(CSc2ncccn2)cc1	-6
Cc1ccc(-n2c(SCc3nc(-c4ccc5c(c4)OCO5)no3)nc3ccccc3c2=O)cc1	3
COc1cc(C)c(C)cc1S(=O)(=O)N(Cc1ccccn1)Cc1ccco1	4
Cc1nc(C)c(C(=O)N2CCC(n3c(=O)[nH]c4ccccc4c3=O)CC2)s1	-17
COc1ccc(C(C)=NNC(=O)Cc2ccc(Cl)cc2)cc1	-10
CCCNC(=O)c1ccc2c(c1)ncc(=O)n2CC(=O)Nc1cccc(Br)c1	-10
CCOC(=O)c1ccc2nc(C)cc(NC(=O)c3ccccc3)c2c1	-24&7
O=C(c1ccccc1Br)n1sc(=O)c2ccccc21	-7
CC(=NNC(N)=O)c1ccc(Cl)s1	2
N#CC(=C(O)CN1CCOCC1)c1nc(-c2ccccc2)cs1	9
COc1cc(C(=O)Nc2cnc3ccccc3c2)ncn1	0
CN(C)S(=O)(=O)N1CCN(c2ccccn2)CC1	11
CC(CC1(O)C(=NO)CCc2nonc21)=NO (configuration not stated)	-15
Cc1ccc(N2C(=O)C3N=NN(c4cccc(F)c4)C3C2=O)cc1F (configuration not stated)	-7
O=C(c1ccoc1)N1CCC(CNC(=O)C2(c3ccc(F)cc3)CC2)CC1	-2
COc1ccc(S(=O)(=O)N2CCC3(CC2)OC(=O)c2ccccc23)cc1Cl	-9

A different layout for part of the listing above:
| compound | PriA SSB inh |
| --- | --- |
| Cc1ccc(N2C(=O)C3N=NN(c4cccc(F)c4)C3C2=O)cc1F (configuration not stated) | -7 |
| O=C(c1ccoc1)N1CCC(CNC(=O)C2(c3ccc(F)cc3)CC2)CC1 | -2 |
| COc1ccc(S(=O)(=O)N2CCC3(CC2)OC(=O)c2ccccc23)cc1Cl | -9 |

(list continues)
SMILES	PriA SSB inh
O=C(CCn1ccc(=O)[nH]c1=O)N1CCC[C@H](Cc2nc(C3CC3)no2)C1	-5
COc1ccc(S(=O)(=O)Nc2ccc3c(c2)N(C(=O)C2CCCC2)CC3)cc1	6
O=S(=O)(Nc1cccnc1)c1ccc(F)c(Cl)c1	-5
O=C(Cc1c(F)cccc1Cl)NC[C@@H](O)Cc1ccccc1	-34
C/C(C=Nn1cnnc1)=C/c1ccccc1	-12
CC(C)(C)OC(=O)CN(c1cccc(Cl)c1)S(=O)(=O)c1cccn2cnnc12	-19
COc1ccc(NC(=O)Cc2csc(NC(=O)Nc3cccc(Cl)c3)n2)cc1Cl	-16
CCCC(=O)NCC(c1ccc(N(C)C)cc1)N1CCN(c2ccc(F)cc2)CC1 (configuration not stated)	34
O=C(CCn1ccc(=O)[nH]c1=O)NCCOc1ccc(-c2ccc(F)cc2)nn1	-20
O=C(c1cc(-c2ccco2)[nH]n1)N1CCc2nc3ccc(F)cn3c(=O)c2C1	-5
NS(=O)(=O)c1ccc(CCNC(=O)Cc2csc(Nc3ccc(Cl)cn3)n2)cc1	0
COC(=O)c1[nH]c2ccc(C)cc2c1NS(=O)(=O)c1ccc(OC)cc1OC	57*
COc1ccc(C=NN2CCN(c3ccccc3OC)CC2)cc1OC	6
O=C(NCc1cccs1)c1ccc(N2CCCCS2(=O)=O)cc1	20
O=C(CN1C(=O)NC2(CCCC2)C1=O)Nc1nc(-c2ccccn2)cs1	98*
COc1ccccc1CNC(=O)Cc1cc(=O)[nH]c(SCc2ccccc2F)n1	-11
COc1ccc(C(=O)Nc2ccccc2-c2csc(-c3ccccc3F)n2)nn1	-5
CCCOc1cc(Nc2ccc(NS(=O)(=O)c3cccc(Cl)c3)cc2)nc(C)n1	15
O=C(O)C1(c2ccc(F)cc2)CC1	-7
CCN(CC)c1ccc(C=NNC(=O)Cc2cccs2)c(O)c1	5
Cc1cc(=O)n2c3ccccc3n(CC(O)CNc3ccc(Br)cc3)c2c1C#N (configuration not stated)	-9
O=C(Nc1nc(-c2ccccn2)cs1)c1ccc(=O)[nH]c1	95*
Cc1cc(OCC(=O)Nc2ccc(F)cc2C)nc(-c2ccc(Cl)cc2)n1	-3
CC(C)(C)c1ccc(OCCn2cnc(Cl)c2Cl)cc1	98*
C=CCOc1ccc(C=NN2C(=O)C(CC(=O)Nc3ccc(F)cc3F)SC2=NC)cc1 (configuration not stated)	-7
COC(=O)c1ccc(NC2SC(=O)NC2=O)cc1 (configuration not stated)	-10
CC(=NNC(=O)CCC1C(=O)NN=C1C)c1ccc([N+](=O)[O-])cc1 (configuration not stated)	-6
CCN(CC)c1ccc(/C=C/c2cc(-c3ccccc3)nc(-c3ccccc3)c2)cc1	-12
O=C(NC1CCC(Oc2ncccn2)CC1)c1ccc(Br)o1 (configuration not stated)	6
COC(=O)CN1C(=O)Nc2ccccc2C1c1ccc(Cl)cc1 (configuration not stated)	-9
Cn1c(SCc2nc(-c3ccc(F)cc3)no2)nc2cc(-c3ccccc3)sc2c1=O	-23
O=C(O)CCCS(=O)(=O)Cc1ccccc1	16
COc1ccc2nc(-c3ccc(C)c(NS(=O)(=O)c4cc(C)c(C)cc4C)c3)cn2n1	-1
CN(C)C(CC(=O)Nc1ccc(N=Nc2ccccc2)cc1)C(=O)O (configuration not stated)	8
CCOC(=O)c1nn(-c2ccccc2Cl)c(=O)cc1OCC(=O)Nc1cccc(C(F)(F)F)c1	-11
COc1nccnc1O[C@H]1CCN(C(=O)Nc2cccs2)C1	-10
CCOC(=O)C1CCCN(C(=O)C(=O)c2cn(CC(=O)N3CCCC3)c3ccccc23)C1 (configuration not stated)	-2
CC(Cc1cccs1)NC(=O)NCCOc1ccccc1 (configuration not stated)	11
c1ccc(-c2nc(SCc3nc4ccccc4[nH]3)oc2-c2ccccc2)cc1	2
C=CCN1C(=O)C(C)(C)COc2cc(NC(=O)C34CC5CC(CC(C5)C3)C4)ccc21	12
COc1cc(NC(=O)c2c(OC)cccc2OC)ccc1N1CCCCC1=O	4
CC1(C)Cc2c(sc(NC(=O)c3cccs3)c2-c2nc3ccccc3s2)C(C)(C)N1	-3
CCOC(=O)c1ccc(N2CCCCC2)nn1	-11
COc1ccc(CC(=O)NCC(=O)NN=Cc2sccc2C)cc1	6
